CFTR F508del cor: correctors of CFTR F508del function in bronchial epithelial cells | activity (quench increase), % at 7.58 µM | AID 720511 | hit rate 0.36% among 350,000 | CFBE cells, YFP halide quenching; stimulated with forskolin plus potentiator P3; % fluorescence drop versus neutral controls;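 active = mean added fluorescence quench of at least 8% versus neutral control, with both replicates also reaching 8%; inconclusive = only one of the mean or replicate conditions met; inactive = mean below 8% and not both replicates reaching 8%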;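 also: cells transiently co-express mutant CFTR-F508del with the halide-sensitive YFP; corrector assay measuring rescue of mutant channel to the surface after 24 h compound exposure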
ERAP1 HTS inh: inhibitors of human ERAP1 aminopeptidase | Q9NZ08 | recombinant ERAP1, Leu-AMC fluorescence, 60 min | inhibition, % at 10.7 µM | hit rate 0.15% among 340,000 | AID 652197;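 active = mean replicate inhibition of at least 30%, or all replicates individually reaching that 30% level; inactive = mean below 30% and not every replicate reaching it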;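 also: 0% = neutral control wells and 100% = L-leucinethiol positive control wells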
Target sequence (Q9NZ08 whole entry, looked up): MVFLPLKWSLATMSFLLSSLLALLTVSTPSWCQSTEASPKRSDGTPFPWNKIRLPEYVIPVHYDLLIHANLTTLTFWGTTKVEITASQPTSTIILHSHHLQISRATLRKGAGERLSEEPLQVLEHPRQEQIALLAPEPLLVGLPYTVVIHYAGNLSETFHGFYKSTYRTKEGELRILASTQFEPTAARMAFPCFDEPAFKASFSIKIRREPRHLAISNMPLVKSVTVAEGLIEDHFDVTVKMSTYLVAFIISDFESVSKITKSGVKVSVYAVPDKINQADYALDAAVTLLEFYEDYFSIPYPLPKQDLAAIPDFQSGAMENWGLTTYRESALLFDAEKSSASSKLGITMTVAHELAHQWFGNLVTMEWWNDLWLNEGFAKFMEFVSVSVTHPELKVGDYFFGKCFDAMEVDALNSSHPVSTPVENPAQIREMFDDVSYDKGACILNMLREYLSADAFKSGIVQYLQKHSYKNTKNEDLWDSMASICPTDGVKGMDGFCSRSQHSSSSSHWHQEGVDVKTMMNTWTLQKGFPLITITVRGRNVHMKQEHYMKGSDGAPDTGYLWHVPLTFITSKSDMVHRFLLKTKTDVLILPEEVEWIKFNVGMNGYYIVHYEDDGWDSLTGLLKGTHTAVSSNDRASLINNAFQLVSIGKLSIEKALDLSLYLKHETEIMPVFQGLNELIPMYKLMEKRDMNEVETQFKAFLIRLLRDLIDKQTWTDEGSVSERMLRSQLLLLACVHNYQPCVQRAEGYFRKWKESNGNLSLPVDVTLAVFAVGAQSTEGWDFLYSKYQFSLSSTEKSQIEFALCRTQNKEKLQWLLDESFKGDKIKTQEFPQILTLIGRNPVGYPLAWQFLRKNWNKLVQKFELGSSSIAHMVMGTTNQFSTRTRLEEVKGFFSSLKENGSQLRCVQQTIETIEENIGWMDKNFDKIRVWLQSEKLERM
miR122 inh: miR-122 inhibition in Huh7 cells; Huh7 miR-122 Renilla luciferase sensor, 48 h; neutral wells = 0, positive control = 100; activation (reporter increase), % at 12.5 µM; hit rate 0.3% among 340,000; AID 602342;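 active = mean replicate activation score at least 90 and every replicate individually at or above 90; inconclusive = only one of the two criteria met; inactive = neither criterion met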;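 also: higher luciferase means less miR-122 activity so hits act as miR-122 inhibitors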
SIRT5 inh: inhibitors of human sirtuin-5 desuccinylase. AID 652115. inhibition, % at 15 µM. hit rate 1.1% among 330,000. Purified SirT5, succinyl-peptide AMC, trypsin-coupled fluorescence. Q9NXA8; in the data active = inhibition above about 15%; inconclusive = no clear call, values can overlap the other calls
DENV2 CPE rescue: DENV2-induced cell death inhibition; hit rate 1.7% among 350,000; DENV2-infected cells, cytopathic effect rescue, plate reader; CPE inhibition, % at 9.99 µM; in the data active = CPE inhibition above about 20%, passing the limit was not always enough; inconclusive = no clear call, values can overlap the other calls; tested in BHK-21 cells;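 also: 0% = median of neutral control wells and 100% = median of positive control wells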
CASP6 VEID inh: blocks human caspase-6 cleavage activity | P55212 | purified caspase-6, Z-VEID-R110 cleavage fluorescence | inhibition, % at 12.5 µM | hit rate 0.53% among 350,000 | AID 686996;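 active = mean inhibition across replicates at least about 35%, with every replicate also reaching that limit, limit read from the data; inconclusive = only one of the two criteria met; inactive = neither criterion met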;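 also: 0% = median of neutral control wells and 100% = no fluorescence left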
ERp5 inh: blocks human ERp5 reductase activity on insulin; hit rate 0.05% among 350,000; inhibition, % at 9.99 µM; AID 651711; Q15084; ERp5 insulin aggregation, absorbance 650 nm, 90 min;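 active = mean replicate inhibition above about 25%, with every replicate also reaching it, limit read from the data, passing the limit was not always enough; inconclusive = only one of those two criteria met; inactive = neither criterion met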
Numbers without * were called inactive; ? = inconclusive; . = not tested or not shown; & = joins results of further samples; [ ] = another dose, or the depositor's remark.

SMILES	CFTR F508del cor	ERAP1 HTS inh	miR122 inh	SIRT5 inh	DENV2 CPE rescue	CASP6 VEID inh	ERp5 inh
O=C(C[C@H]1CC[C@H]2[C@@H](COC[C@H](O)CN2CCC(F)(F)F)O1)NCc1ccc(Oc2ccccc2)cc1	-3.2	.	0[16.7 µM]	.	-1	.	.
CC1(C(=O)NCc2cccs2)CCN1C(=O)Cc1cccc2ccccc12 (configuration not stated)	2.4	3	-2	-1	-6	0	1
CCNC(=O)C1(C)CCN1C(=O)CCc1cccc(Cl)c1 (configuration not stated)	-2.8	-2	-1	.	-1	-1	-2
CS(=O)(=O)c1ccc(Cl)c(NC(=O)CSc2n[nH]c(-c3cccs3)n2)c1	5.0	0	-3	0	-1	3	1
CO[C@H]1CN(C)C(=O)c2cc(NC(C)=O)ccc2OC[C@H](C)N(C(=O)c2ccc(F)cc2)C[C@@H]1C	-1.0	1	.	-3	-2	-1	-9
Cn1nnnc1SCC(=O)NNC(=O)c1ccc(F)cc1	-3.9	3	4	-7	0	2	-2
COc1ccccc1CNS(=O)(=O)CCNC1CCCCC1	4.0	-2	5	-1	-1	2	0
O=C(Cn1cnc2ccccc21)c1ccc(Br)cc1	-1.0	0	-5	0	.	9	1
O=C(Cc1ccccn1)NCC[C@H]1CC[C@@H](NC(=O)Nc2ccc(Cl)cc2)[C@@H](CO)O1	2.3	3	.	3	-1	-2	-1
C[C@@H](NC(=O)[C@@H]1Cc2ccccc2CN1)C(=O)NCc1ccco1	-3.7	-1	.	-1	6	5	-9
Cc1ccc(-c2nc(NCc3ccco3)n(S(C)(=O)=O)n2)cc1	-1.4	0	-5	-3	-4	13	-4
CC1(C)CC(=O)C/C(=N\NC(=O)C2CC2c2ccccc2)C1 (configuration not stated)	1.9	5	.	1	.	2	10
C[C@@H]1CN([C@@H](C)CO)C(=O)c2cc(NC(=O)CCC(F)(F)F)ccc2O[C@H]1CN(C)C	-1.5	-2	-4[16.7 µM]	-1	2	-5	-2
CCN1CCN(c2cc(C)c3cc(NC(=S)N4CCC5(CC4)OCCO5)ccc3n2)CC1	0.7	.	-1	-1	8	-20	-4
Cc1ccc(Cn2nnc3c(=O)[nH]c(C4CCN(S(=O)(=O)Cc5ccccc5)CC4)nc32)cc1	2.2	-2	.	-2	-2	6	2
CCOC(=O)/C=C/C(=O)OCC(=O)Nc1ccc(OC)c(Cl)c1	.	-5	1	-4	-6	2	0
O=S(=O)(N[C@H]1CC[C@@H](CCn2cc(-c3cccc(F)c3)nn2)O[C@@H]1CO)c1ccccc1	-0.9	-4	.	-6	-6	0	9
CC1CC(C)CN(CCCNC(=O)c2ccc(CNS(=O)(=O)c3ccc(F)cc3)cc2)C1 (configuration not stated)	-1.9	2	6	0	3	-34	0
Brc1cccc(OCCN2CCOCC2)c1	-0.2	0	2	8	-3	-3	-5
O=S(=O)(Nc1cccc(Br)c1)c1cccc2nsnc12	1.1	0	.	-1	-2	1	5
O=S1(=O)CCN=C2SC3=C(CCCC3)N21	-2.0	-2	4	-3	.	-6	3
C(=C\c1ccccn1)/c1ccccn1	-0.1	-2	.	-2	-1	-6	-7
Cc1nnc(SCc2nc3sc4c(c3c(=O)[nH]2)CCCC4)n(N)c1=O	-2.0	12	.	-2	8	3	4
C[C@H](CO)N1C[C@H](C)[C@@H](CN(C)C(=O)CN2CCOCC2)Oc2cc(Br)ccc2S1(=O)=O	-1.2&0.2	6&2	-1	-4&3	?	-1&5	4&-1
CCOc1ccc(N(CC(=O)Nc2ccc3c(c2)OCCO3)S(=O)(=O)c2c(C)noc2C)cc1	3.9	.	-5	.	1	1	-2

Sorted by the number under SIRT5 inh (descending): 3 of the compounds above
canonical_smiles	SIRT5 inh
Brc1cccc(OCCN2CCOCC2)c1	8
Cc1nnc(SCc2nc3sc4c(c3c(=O)[nH]2)CCCC4)n(N)c1=O	-2
CCOC(=O)/C=C/C(=O)OCC(=O)Nc1ccc(OC)c(Cl)c1	-4

Continuation:
SMILES	CFTR F508del cor	ERAP1 HTS inh	miR122 inh	SIRT5 inh	DENV2 CPE rescue	CASP6 VEID inh	ERp5 inh
COc1ccc(N(CC(=O)Nc2cc(C)ccc2C)S(=O)(=O)c2ccccc2[N+](=O)[O-])c(OC)c1	-2.7	-3	6	4	-3	1	-2
Cc1ccccc1C(=O)N1CCC(C(=O)NCc2ccc(Cl)cc2)CC1	3.0	1	1	0	5	-2	4
C=CCNC(=S)NNc1nc(Nc2ccccc2)nc(N2CCCCC2)n1	-1.4	-1	.	-6	-3	2	0
O=C(CC1CC1)N[C@@H]1CC[C@H](CCNS(=O)(=O)c2ccc(Cl)cc2)O[C@@H]1CO	0.2	-2	.	-9	-3	1	10
CSCCC(NC(=O)c1cc(S(=O)(=O)N2CCOCC2)ccc1F)c1nc2ccccc2[nH]1 (configuration not stated)	3.2	3	3	-2	-4	-1	-8
CCn1c(SCC(=O)Nc2ccc(N3CCOCC3)cc2)nnc1-c1ccco1	2.9	0	4	2	18	3	-1
O=C(CC1CC1)N1CC(=O)N2[C@H](C1)[C@@H](c1ccc(-c3ccccc3)cc1)[C@@H]2CO	-3.0	0	.	-5	-4	0	-1
CC(Sc1nc2cc([N+](=O)[O-])ccc2n1-c1cccc(C(F)(F)F)c1)C(=O)NC(N)=O (configuration not stated)	-2.6	-2	14	6	12	5	4
Cc1cc(N2CCN(C(C(=O)NC3CCCC3)c3ccc(F)cc3)CC2)c2ccccc2n1 (configuration not stated)	-1.4	-1	.	1	-17	29	3
C[C@H]1CN([C@@H](C)CO)C(=O)c2cc(NS(=O)(=O)c3ccc(F)cc3)ccc2O[C@@H]1CN(C)C(=O)Nc1ccc(C(F)(F)F)cc1	-0.9	1	0[16.7 µM]	9	-6	-3	7
CCNC(=O)C[C@H]1CC[C@@H]2[C@H](COC[C@@H](O)CN2Cc2ccc(Cl)c(Cl)c2)O1	-0.1	-2	9[16.7 µM]	-2	-4	0	-10
CC(=O)NC12CC3CC(C1)CC(C(=O)N1CCN(S(=O)(=O)c4ccc(C(C)C)cc4)CC1)(C3)C2	0.7	-1	-1	-1	.	6	2
COc1ccc(N2CCN(C(=O)c3ccc(CSc4ccccc4)cc3)CC2)cc1	.	1	1	-2	-5	-2	-2
O=C(Cc1ccc(Br)cc1)NC1CCCc2ccccc21 (configuration not stated)	-3.1	-1	-3	-3	12	-2	-4
CCn1c(SCC(=O)NC2CC2)nnc1-c1ccccn1	-0.2	1	14	-2	3	4	-3
O=S(=O)(c1cccc2ccccc12)N1CCC2CC1c1cc(-c3ccc(F)cc3)ccc12 (configuration not stated)	-1.3	-2	9	-4	?	-1	4
NC(=O)c1oc2ccccc2c1NC(=O)C1CCCCC1	-1.2	-4	10	-6	11	-4	4
Cc1ccc(-c2nc(CS(=O)CC(=O)NCCN3CCCCCC3)c(C)o2)cc1 (configuration not stated)	0.7	-4	-5	-11	8	-39	-3
Cc1ccc(OCC(=O)Nc2ccccc2C(N)=O)cc1	-3.3	1	0	2	7	-3	0
O=C(COC(=O)c1cc(=O)[nH]c(=O)[nH]1)Nc1cccc(S(=O)(=O)N2CCOCC2)c1	-3.2	4	.	-3	.	0	3
CCCn1c(=O)c2[nH]c(-c3ccc(OCC(=O)Nc4ccc(C#N)cc4)cc3)nc2n(CCC)c1=O	0.0	2	-1	1	-6	0	4
CCCCCC(=O)Nc1cc(S(=O)(=O)N2CCOCC2)ccc1N1CCN(C)CC1	-0.6	-3	-6	-1	-9	-7	3
C[C@@H](NC(=O)[C@@H]1[C@@H](CO)[C@@H]2Cn3c(cccc3=O)[C@@H]2N1Cc1cccnc1)c1ccccc1	.	-2	.	3	-6	-2	-2
CC(=O)Oc1ccccc1N(C(C)=O)S(=O)(=O)c1ccc2ccccc2c1	0.5	4	.	-3	1	-1	4
Cc1cccc(N2CC(C(=O)OCc3ccc([N+](=O)[O-])cc3)CC2=O)c1 (configuration not stated)	-2.1	-1	.	2	-2	1	1

The results go on:
SMILES	CFTR F508del cor	ERAP1 HTS inh	miR122 inh	SIRT5 inh	DENV2 CPE rescue	CASP6 VEID inh	ERp5 inh
O=C(Nc1nnc(SCc2cccnc2)s1)C1CC(=O)N(c2ccc(F)cc2)C1 (configuration not stated)	-3.7	4	.	3	1	4	-1
O=C(N[C@H]1CC[C@@H](CCNC(=O)c2ccccc2F)O[C@@H]1CO)c1cnccn1	-2.1	-4	.	10	?	-1	2
Cc1cc(N2CCN(CC(C)(C)O)C[C@H]2C)ccc1N1CCN(Cc2ccccc2)[C@H](C)C1	0.1	-1	.	-1	4	-4	2
C[C@@H]1CCCCO[C@@H](CN(C)C(=O)NC2CCCCC2)[C@@H](C)CN([C@H](C)CO)C(=O)c2cc(NS(=O)(=O)c3ccc(F)cc3)ccc2O1	-2.7	0	0[16.7 µM]	5	0	-1	2
CCC(Oc1ccccc1)C(=O)N(C)CC(=O)N(CC(C)C)c1c(N)n(CC(C)C)c(=O)[nH]c1=O (configuration not stated)	-0.5	3	.	-5	-5	2	-3
O=C(NC1CCCC1)C(c1ccccc1)N(Cc1ccccc1)C(=O)c1csnn1 (configuration not stated)	1.4	-3	.	-8	-3	3	0
O=NN(CCCl)C(=O)NCCc1cccc[n+]1[O-]	3.4	-3	.	.	5	-5	-5
CN(C(=O)c1ccc2c(c1)CCN2S(C)(=O)=O)c1ccccc1	0.3	1	-5	-11	2	-5	-3
O=C(CCN1CCOCC1)Nc1ccc(Cl)cc1	2.2	-1	-2	-1	4	2	2
Cc1ccc(-c2noc(CCC(=O)Nc3cccc(C(=O)NC4CC4)c3)n2)cc1	1.2	-2	-3	.	-4	1	-2
CN(C)CCCNC(=O)C[C@H]1C=C[C@@H](NC(=O)c2ccccc2F)[C@H](CO)O1	-4.8	5	.	2	8	-4	-6
CCOc1ncccc1C(=O)OCC(=O)NCc1ccccc1	2.7	1	.	-4	3	2	-7
CC(=O)c1ccc(OC(=O)N2CCOCC2)cc1	-2.2	-3	0	.	0	-1	1
O=C(Nc1cccc(S(=O)(=O)N2CCCCCC2)c1)C1CCN(C(=O)c2ccc(F)cc2)CC1	-0.6	3	.	0	2	5	-6
CCOC(=O)[C@]12CCCC=C1N(Cc1ccc3c(c1)OCO3)C(=O)[C@H](CC(=O)NCC13CC4CC(CC(C4)C1)C3)C2	-2.3	.	.	-1	-10	2	-2
CC(=O)N1[C@@H]2c3ccc(-c4ccccc4F)c(=O)n3C[C@H]1[C@H](CO)[C@H]2C(=O)N1CCOCC1	-3.0	6	5[16.7 µM]	-14	8	-1	0
Cc1ccccc1NCC(=O)N/N=C/c1c(C)c(C(=O)c2ccc(Cl)cc2)n2ccccc12	.	-1	.	-1	1	-4	1
C[C@@H]1CN([C@H](C)CO)C(=O)c2cccc(NS(=O)(=O)c3cn(C)cn3)c2O[C@@H]1CN(C)Cc1ccc(-c2ccccc2)cc1	-2.5	2	-6[16.7 µM]	5	6	2	-5
CC(C)(C)OC(=O)N1CCC(Cc2cc(-c3cccnc3)no2)(C(=O)O)CC1	-0.2	-4	1	-5	-1	0	1
Cc1nc(SCC(=O)NC2CCS(=O)(=O)C2)c2c(C)c(C)sc2n1 (configuration not stated)	-4.4	-5	.	-2	-6	1	-11
OCC[C@H]1C[C@H](O)[C@@H](O)[C@@]2(OCc3ccccc32)O1	-1.3	2	-6	-6	6	-1	4
CCOc1ccc(CN2CCN(S(=O)(=O)c3ccc(NC(C)=O)cc3)CC2)cc1	-0.9	-2	.	2	15	15	0
CN(C(=O)CCNC(=O)Cn1cnc2ccccc2c1=O)c1ccccc1F	-0.4	-2	-3	-7	-7	-1	4
Cn1cccc1-c1cc(C(=O)N2CCc3c([nH]c4ccccc34)C2c2ccccn2)[nH]n1 (configuration not stated)	0.2	0	.	-1	3	6	0
Cc1ccc2nc3c(c(C(=O)OC4CCOC4=O)c2c1)CCCC3 (configuration not stated)	3.7	2	-5	-4	7	-3	4

Copied from the list:
CCOC(=O)/C=C/C(=O)OCC(=O)Nc1ccc(OC)c(Cl)c1 in CASP6 VEID inh → 2
O=NN(CCCl)C(=O)NCCc1cccc[n+]1[O-] in DENV2 CPE rescue → 5
